High-throughput results: PubChem BioAssay, National Center for Advancing Translational Sciences (NCATS)
Pol eta inh – qHTS for Inhibitors of Polymerase Eta; DNA polymerase eta (Homo sapiens), Q9Y253; recombinant Pol eta, fluorescent DNA replication assay; Potency, µM (highest dose often 114 µM), without a hit: at the top dose activity change, negative = inhibition, usual class: inhibitors; actives 1.2% (n = 390,000); AID 588591, 2011; further: on the % scale 0 is the no-effect control and ±100 the full control effect
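Pol eta (10 nM) was preincubated with compounds for 15 min at room temperature, after which fluorescent replication substrate (50 nM final) was added to start the reaction. Fluorescence was read kinetically at 0 and 10 min.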
BAZ2B inh – qHTS Assay for Inhibitors of BAZ2B; Bromodomain adjacent to zinc finger domain protein 2B (Homo sapiens), Q9UIF8; AlphaScreen BAZ2B-H3K14Ac peptide displacement; Potency, µM (top dose mostly 114 µM), for the others: at the highest dose activity change, negative = inhibition, hits mostly inhibitors; actives 4.4% (n = 360,000); further: on the % scale 0 is the no-effect control and ±100 the full control effect; nearly all actives have a fitted effect of over 60% in size
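Inhibition is scored as reduced AlphaScreen emission. The BAZ2B/b-H3(5-23)K14Ac complex (50 nM each) in PBS pH 7.4, 0.01% Tween-20 meets compound (up to 110 uM) for 30 min at RT before bead addition.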
G9a inh – qHTS Assay for Inhibitors of Histone Lysine Methyltransferase G9a. Histone-lysine N-methyltransferase EHMT2 (Homo sapiens), Q96KQ7. G9a H3K9 monomethylation, AlphaScreen, 2 h. Potency, µM (doses to about 102 µM), for inactives: at the top dose activity, negative = inhibition, usual class: inhibitors. actives 8.8% (n = 350,000). AID 504332, 2011; further: on the % scale 0 is the no-effect control and ±100 the full control effect; nearly all actives have a fitted effect of over 75% in size
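G9a (20 nM) preincubated 15 min RT with compounds, then 500 nM biotinylated H3K9 peptide and 20 uM SAM added; 2 h RT reaction. Monomethyl-H3K9 product detected by AlphaScreen with anti-H3K9me1 antibody, streptavidin donor and anti-rabbit IgG acceptor beads.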
APE1 inh – qHTS Assay for Inhibitors of the Human Apurinic/apyrimidinic Endonuclease 1 (APE1) | Potency, µM (doses to about 65.8 µM), for the others: top-dose activity change, negative = inhibition, usual class: inhibitors | actives 0.35% (n = 350,000) | recombinant APE1, TAMRA/BHQ-2 abasic DNA cleavage fluorescence | DNA repair nuclease/redox regulator APEX1 (Homo sapiens), P27695 | AID 2517, 2012;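 further: plate controls were vehicle for no effect and reference inhibitor for full effect; nearly all actives have a fitted effect of over 55% in size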
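Compound pre-exposure to 0.75 nM APE1, 15 min at ambient temperature. Reaction initiated with 50 nM TAMRA/BHQ-2 THF substrate, read immediately in kinetic mode, 525 nm excitation, 598 nm emission.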
POLB inh – qHTS Assay for Inhibitors of DNA Polymerase Beta; P06746; Pol beta primer extension/strand displacement, fluorescence kinetic; Potency, µM (highest dose often 114 µM), inactives show at the highest dose activity change, negative = inhibition, actives largely listed as inhibitors; actives 1.3% (n = 340,000); further: on the % scale 0 is the no-effect control and ±100 the full control effect
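Curves were derived by four-parameter Hill fits of normalized qHTS data. The kinetic fluorescent primer-extension read was taken at 0 and 10 min after 50 nM substrate, following a 15 min room-temperature preincubation of 10 nM enzyme with compounds.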
POLK inh – qHTS for Inhibitors of Polymerase Kappa; DNA polymerase kappa (Homo sapiens), Q9UBT6; purified Pol kappa, fluorescent DNA synthesis assay, 10 min; Potency, µM (titrated, usually from 107 µM), for inactives: at the highest dose activity, negative = inhibition, most hits filed as inhibitors; actives 0.53% (n = 400,000); further: on the % scale 0 is the no-effect control and ±100 the full control effect
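Fluorescent qHTS in 1536-well format: enzyme (10 nM) and compound sat 15 min at room temperature before 50 nM substrate (final) was added. Signal taken at 0 and 10 min; no-enzyme buffer wells were negative controls.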
POLI inh – qHTS for Inhibitors of Polymerase Iota; Pol iota fluorescent replication assay, 10 min; Potency, µM (titrated, usually from 115 µM), without a hit: at the top dose activity, negative = inhibition, hits mostly inhibitors; actives 1% (n = 390,000); AID 588590, 2011
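Pol iota at 10 nM preincubated 15 min with compounds at room temperature; reaction started with fluorescent substrate, 50 nM final. Fluorescence read kinetically at 0 and 10 min; buffer-only wells as negative control.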
Anesthetic bind – qHTS Assay for Identification of Novel General Anesthetics | Ferritin light chain (Equus caballus), P02791 | actives 0.074% (n = 350,000) | Potency, µM (titrated, usually from 77.5 µM), for the others: top-dose activity change, negative = displacement, usual class: inhibitors | apoferritin/1-aminoanthracene competitive binding, fluorescence | AID 485281, 2010; further: on the % scale 0 is the no-effect control and ±100 the full control effect; nearly all actives have a fitted effect of over 20% in size
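Horse-spleen apoferritin (10 uM) in 50% saturated 1-aminoanthracene in PBS was incubated 10 min at room temperature with compound. Fluorescence (ex 380, em 535 nm) was normalized to free and bound 1-AMA, with concentration-response fitted by a four-parameter Hill equation.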
BLM inh – qHTS Assay for Inhibitors of Bloom's syndrome helicase (BLM). RecQ-like DNA helicase BLM (Homo sapiens), P54132. recombinant BLM DNA unwinding, fluorescence dequenching. Potency, µM (doses to about 56.1 µM), for inactives: top-dose activity change, negative = inhibition, actives largely listed as inhibitors. actives 0.2% (n = 350,000). AID 2528, 2010;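 further: plate controls were vehicle for no effect and no enzyme for full effect; nearly all actives have a fitted effect of over 35% in size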
Target sequence (P54132 whole entry, looked up): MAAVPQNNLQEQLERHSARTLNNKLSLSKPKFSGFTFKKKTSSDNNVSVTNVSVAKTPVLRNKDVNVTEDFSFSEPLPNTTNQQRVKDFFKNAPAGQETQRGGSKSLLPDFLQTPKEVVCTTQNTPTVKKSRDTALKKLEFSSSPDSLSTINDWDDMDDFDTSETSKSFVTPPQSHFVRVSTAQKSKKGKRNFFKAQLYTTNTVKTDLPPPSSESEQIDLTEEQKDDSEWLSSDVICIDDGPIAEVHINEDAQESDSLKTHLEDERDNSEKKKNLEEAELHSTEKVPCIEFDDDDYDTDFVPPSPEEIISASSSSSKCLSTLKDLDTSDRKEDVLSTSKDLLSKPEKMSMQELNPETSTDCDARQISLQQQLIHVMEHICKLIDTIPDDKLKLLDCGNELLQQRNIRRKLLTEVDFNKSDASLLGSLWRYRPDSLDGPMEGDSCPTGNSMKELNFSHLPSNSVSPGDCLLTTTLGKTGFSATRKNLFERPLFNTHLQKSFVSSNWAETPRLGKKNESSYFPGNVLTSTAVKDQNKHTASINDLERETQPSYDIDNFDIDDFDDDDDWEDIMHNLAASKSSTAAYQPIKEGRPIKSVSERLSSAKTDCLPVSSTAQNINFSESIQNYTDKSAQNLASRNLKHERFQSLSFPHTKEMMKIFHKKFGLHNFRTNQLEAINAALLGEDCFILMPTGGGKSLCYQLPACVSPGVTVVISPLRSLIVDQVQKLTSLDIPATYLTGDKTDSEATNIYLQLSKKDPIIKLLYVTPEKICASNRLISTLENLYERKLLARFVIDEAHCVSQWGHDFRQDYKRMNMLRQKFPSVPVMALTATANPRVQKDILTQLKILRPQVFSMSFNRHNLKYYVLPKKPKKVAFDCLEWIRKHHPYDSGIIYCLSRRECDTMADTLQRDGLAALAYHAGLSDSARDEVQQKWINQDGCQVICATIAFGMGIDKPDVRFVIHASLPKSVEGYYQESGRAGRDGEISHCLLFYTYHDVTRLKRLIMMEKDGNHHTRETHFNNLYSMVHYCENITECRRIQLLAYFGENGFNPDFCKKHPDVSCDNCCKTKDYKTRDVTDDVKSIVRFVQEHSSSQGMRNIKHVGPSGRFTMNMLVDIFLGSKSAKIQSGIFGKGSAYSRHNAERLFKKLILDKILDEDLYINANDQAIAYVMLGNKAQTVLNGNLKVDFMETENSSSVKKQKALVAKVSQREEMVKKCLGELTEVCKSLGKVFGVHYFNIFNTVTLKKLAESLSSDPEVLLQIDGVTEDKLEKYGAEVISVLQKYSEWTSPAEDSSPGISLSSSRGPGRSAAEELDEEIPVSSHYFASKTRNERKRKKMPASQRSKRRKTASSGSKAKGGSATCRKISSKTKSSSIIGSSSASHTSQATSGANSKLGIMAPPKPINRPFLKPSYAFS
The depositor's hits bear a star; [ ] = another dose, or the depositor's remark. The call rests on the fitted dose curve; in most records, active means well fitted curve in the direction sought with a large enough effect; inconclusive means small, poorly fitted or top-dose-only effect, or another doubt; inactive means no such curve, though single readings can be large; an effect the other way counts as inactive or inconclusive. Potency means the concentration at half of the fitted maximal effect. These rows are one share of the data; rates above refer to the full screens.

For CCC(C)NC(=O)c1ccccc1NC(=O)COc1ccc(OC)cc1 (stereo not drawn) the results were Pol eta inh -3%, BAZ2B inh 7%, G9a inh 6%[59 µM], APE1 inh -6%, POLB inh 5%, POLK inh -9%, POLI inh 52%[activator], Anesthetic bind -10% and BLM inh -1%.
For COc1ccccc1CC(=O)NNC(=O)c1cccs1 the results were Pol eta inh -7%, BAZ2B inh -3%, G9a inh 3%, APE1 inh 3%, POLB inh 22%, POLK inh 10%, POLI inh 10%, Anesthetic bind -3% and BLM inh 1%.
For COc1cccc(CNC(=O)C23CN(Cc4ccccc4)CC2C(c2ccc([N+](=O)[O-])cc2)=NO3)c1 (stereo not drawn) the results were Pol eta inh -14%, BAZ2B inh -37%, G9a inh 71µM*, APE1 inh -7%, POLB inh -1%, POLK inh -6%, POLI inh 33%[activator], Anesthetic bind -16% and BLM inh -5%.
`COc1ccc2[nH]c(=O)c(CN(Cc3cccnc3)S(=O)(=O)c3ccccc3F)cc2c1` gave Pol eta inh -8%, BAZ2B inh 0%, G9a inh 14%, APE1 inh 55%, POLB inh 1%, POLK inh -12%, POLI inh 20%, Anesthetic bind -5% and BLM inh 1%.
Screening CC(=O)OCC(=O)[C@@]1(O)CCC2C3CC[C@H]4CC(O)CC[C@@]4(C)C3C(=O)C[C@]21C (stereo partly drawn) returned APE1 inh 2%, POLK inh -7%[60.1 µM], Anesthetic bind -1% and BLM inh -10%.
C=CCOc1ccc(C2N3CC4(C)CN2CC(CCC)(C3)C4=O)cc1 (stereo not drawn) was read as Pol eta inh -9%, BAZ2B inh -2%, G9a inh 10%, APE1 inh -1%, POLB inh 14%, POLK inh -22%, POLI inh 9%, Anesthetic bind -15% and BLM inh -3%.
O=C(NCCCn1ccnc1)c1ccccc1F was read as Pol eta inh 1%, BAZ2B inh 5%, G9a inh 25%, APE1 inh 6%, POLB inh 55%, POLK inh 1%, POLI inh 94%[activator], Anesthetic bind 3% and BLM inh 4%.
Screening CCC1=NC(c2ccc(OC)c(OC)c2)N(O)C1(C)C (stereo not drawn) returned Pol eta inh -14%, BAZ2B inh -3%, G9a inh -13%[59 µM], APE1 inh 17%, POLB inh 10%, POLK inh 2%, POLI inh 55%, Anesthetic bind -11% and BLM inh -13%.
Screening O=C1CC(c2ccco2)Cc2nc(NCC3CCCO3)ncc21 (stereo not drawn) returned Pol eta inh -14%, BAZ2B inh 8%, G9a inh -11%, APE1 inh -2%, POLB inh 0%, POLK inh -9%, POLI inh 22%, Anesthetic bind -20% and BLM inh -1%.
Screening COc1cc(CN2CCN(S(=O)(=O)c3ccc(NC(C)=O)cc3)CC2)cc(OC)c1OC returned Pol eta inh 2%, BAZ2B inh 50µM*, G9a inh 25µM*, POLB inh -2%, POLK inh -14%[60.1 µM], POLI inh -18%, Anesthetic bind 45%[activator] and BLM inh 3%.
`O=c1cc(/C=C/c2cccs2)[nH]c2ccccc12` gave Pol eta inh 4%, BAZ2B inh 3%, G9a inh -69%, APE1 inh -1%, POLB inh inconclusive, POLK inh -8%, POLI inh 13%[58.9 µM], Anesthetic bind -1% and BLM inh 2%.
`CC(C)N(CCNC(=O)c1ccc(CS(=O)(=O)c2c(Cl)cccc2Cl)o1)Cc1ccccc1` gave Pol eta inh -8%, BAZ2B inh -7%, G9a inh -7%, APE1 inh 23%, POLB inh 4%, POLK inh -12%, POLI inh 7%, Anesthetic bind -2% and BLM inh 1%.
`COc1cc(C(=O)NCc2ccc3c(c2)CCN3C(=O)c2ccc(Cl)cc2)cc(OC)c1OC` gave Pol eta inh -21%, BAZ2B inh -6%, G9a inh -2%[59 µM], POLB inh 6%, POLK inh -7%[60.1 µM], POLI inh 4%, Anesthetic bind -14% and BLM inh -7%.
`COc1ccc(C2c3[nH]c4ccccc4c3C[C@H]3C(=O)N(C4CCN(Cc5ccccc5)CC4)CC(=O)N23)c(OC)c1` (stereo partly drawn) gave Pol eta inh -7%, BAZ2B inh -37%, G9a inh inconclusive, APE1 inh 36%, POLB inh 1%, POLK inh 4%, POLI inh 1%, Anesthetic bind 1% and BLM inh -9%.
For COc1ccc(C(=O)N/N=C/c2ccc(N3CCOCC3)s2)cc1OC the results were Pol eta inh -20%, BAZ2B inh -2%, G9a inh 44%[activator][12.7 µM], APE1 inh -3%, POLK inh inconclusive and POLI inh inconclusive.

Some of these compounds in order of molecular weight, high to low:
`COc1cc(C(=O)NCc2ccc3c(c2)CCN3C(=O)c2ccc(Cl)cc2)cc(OC)c1OC` gave Pol eta inh -21%, BAZ2B inh -6%, G9a inh -2%[59 µM], POLB inh 6%, POLK inh -7%[60.1 µM], POLI inh 4%, Anesthetic bind -14% and BLM inh -7%.
Screening O=C1CC(c2ccco2)Cc2nc(NCC3CCCO3)ncc21 (stereo not drawn) returned Pol eta inh -14%, BAZ2B inh 8%, G9a inh -11%, APE1 inh -2%, POLB inh 0%, POLK inh -9%, POLI inh 22%, Anesthetic bind -20% and BLM inh -1%.
`O=c1cc(/C=C/c2cccs2)[nH]c2ccccc12` gave Pol eta inh 4%, BAZ2B inh 3%, G9a inh -69%, APE1 inh -1%, POLB inh inconclusive, POLK inh -8%, POLI inh 13%[58.9 µM], Anesthetic bind -1% and BLM inh 2%.
O=C(NCCCn1ccnc1)c1ccccc1F was read as Pol eta inh 1%, BAZ2B inh 5%, G9a inh 25%, APE1 inh 6%, POLB inh 55%, POLK inh 1%, POLI inh 94%[activator], Anesthetic bind 3% and BLM inh 4%.

The list goes on:
O=C(c1c(F)cccc1F)N1CCC(n2nnc3cc(C(F)(F)F)ccc32)CC1 was read as Pol eta inh -16%, BAZ2B inh 0%, G9a inh 14%, APE1 inh 7%, POLB inh 25%, POLK inh 7%, POLI inh 6%, Anesthetic bind -23% and BLM inh -5%.
Cc1c(C(=O)O)sc2nc(CSc3nnc(-c4ccc(F)cc4)n3C)[nH]c(=O)c12 was read as Pol eta inh 35µM*, BAZ2B inh inconclusive, G9a inh 35µM*, APE1 inh 12%, POLB inh 1%, POLK inh -30%, POLI inh inconclusive, Anesthetic bind 0% and BLM inh -3%.
`CN(CC(=O)c1c(N)n(C)c(=O)n(C)c1=O)c1ccccc1` gave Pol eta inh -1%, BAZ2B inh -10%, APE1 inh -5%, POLB inh 51%, POLK inh -6%, POLI inh 160%[activator], Anesthetic bind -3% and BLM inh -3%.
Screening COc1ccccc1S(=O)(=O)N1CCn2cccc2C1C (stereo not drawn) returned Pol eta inh 2%, BAZ2B inh inconclusive, G9a inh 6%[0.501 µM], APE1 inh -7%, POLK inh -8% and POLI inh 43%[activator].
`Cc1ccc(NC(=O)CSc2ccc(S(=O)(=O)N3CCCC3)cn2)cc1F` gave Pol eta inh -10%, BAZ2B inh -5%, G9a inh -4%[12.7 µM], APE1 inh -9%, POLK inh 5% and POLI inh 24%.
Screening Cc1nn(C)cc1C1C(C#N)=C(N)N(c2cccnc2)C2=C1C(=O)CCC2 (stereo not drawn) returned Pol eta inh -13%, BAZ2B inh 2%, G9a inh 4%[59 µM], APE1 inh -1%, POLB inh 37%, POLK inh -10%, POLI inh 220%[activator], Anesthetic bind 5% and BLM inh -6%.
`CCNS(=O)(=O)c1ccc(NC(=O)CSc2nc(-c3ccco3)cc(C(F)(F)F)n2)cc1` gave Pol eta inh 6%, BAZ2B inh -15%, G9a inh 0%[59 µM], POLB inh 7%, POLK inh -18%, POLI inh 2%, Anesthetic bind inconclusive and BLM inh 1%.
`COc1ccc2c(c1)CCc1c(C(=O)NCCN3CCOCC3)noc1-2` gave Pol eta inh 0%, BAZ2B inh 3%, G9a inh 3%[12.7 µM], APE1 inh 0%, POLB inh 9%, POLK inh 5%, POLI inh -11%, Anesthetic bind 1% and BLM inh -6%.
`CCN(Cc1ccccc1)c1ccc(/C=N/N=C(N)N)cc1` gave Pol eta inh -9%, BAZ2B inh inconclusive, G9a inh inconclusive, APE1 inh -1%, POLB inh -2%, POLK inh -24%, POLI inh 5%, Anesthetic bind -15% and BLM inh -11%.
`CCn1c(SCC(=O)c2ccc3c(c2)OCCO3)nnc1C(C)C` gave Pol eta inh -10%, BAZ2B inh 0%, G9a inh 45µM*, APE1 inh -4%, POLB inh 11%, POLK inh 4%, POLI inh -3%, Anesthetic bind inconclusive and BLM inh 1%.
CC(C)c1nnc(NC(=O)C2CCCO2)s1 (stereo not drawn) was read as Pol eta inh 11%, BAZ2B inh -15%, G9a inh inconclusive, APE1 inh 4%, POLB inh -3%, POLK inh 5%, POLI inh -22%, Anesthetic bind 1% and BLM inh -2%.
Screening COc1ccccc1CNc1cc(-c2cccnc2)ncn1 returned G9a inh -8%[0.501 µM], APE1 inh 3%, POLK inh 4%[60.1 µM] and BLM inh 3%.
Screening Cc1noc(C)c1NC(=O)N(C)C[C@@H]1Oc2ccc(NC(=O)C3CCCCC3)cc2C(=O)N([C@@H](C)CO)C[C@H]1C returned Pol eta inh 4%, APE1 inh 8%, POLK inh -14% and POLI inh inconclusive.
For CC1CCCC(NC(=O)COC(=O)COc2ccccc2Cl)C1C (stereo not drawn) the results were Pol eta inh -19%, G9a inh -8%, APE1 inh -5%, POLB inh 6%, POLK inh -3%, POLI inh 66%[activator], Anesthetic bind inconclusive and BLM inh -3%.
